Screens from PubChem.
hcGAS lum: blocks human cGAS activity; inhibition, % at 12.5 µM; Q8N884; recombinant h-cGAS, ATP depletion, Kinase-Glo luminescence; hit rate 0.081% among 290,000;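 note: 0% = vehicle reaction and 100% = reaction without DNA for no activity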
Target sequence (Q8N884 whole entry, looked up): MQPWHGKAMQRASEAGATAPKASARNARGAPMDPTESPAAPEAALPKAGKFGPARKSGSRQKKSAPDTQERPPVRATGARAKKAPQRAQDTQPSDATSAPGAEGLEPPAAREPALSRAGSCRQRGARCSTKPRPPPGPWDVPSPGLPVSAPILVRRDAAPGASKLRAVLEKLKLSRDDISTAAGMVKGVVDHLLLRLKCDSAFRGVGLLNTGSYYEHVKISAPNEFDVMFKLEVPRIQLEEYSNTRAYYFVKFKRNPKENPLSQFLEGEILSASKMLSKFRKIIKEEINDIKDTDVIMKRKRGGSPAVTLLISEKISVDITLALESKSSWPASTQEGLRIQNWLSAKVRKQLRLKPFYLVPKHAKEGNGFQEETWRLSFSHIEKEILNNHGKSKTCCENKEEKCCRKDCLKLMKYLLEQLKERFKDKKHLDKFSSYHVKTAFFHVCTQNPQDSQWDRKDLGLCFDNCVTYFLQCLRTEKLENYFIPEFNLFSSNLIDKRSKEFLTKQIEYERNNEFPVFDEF
NPYLR7 ag: activates Aedes aegypti NPYLR7 receptor | HEK293T NPYLR7/Galpha15, GCaMP6s calcium fluorescence | activation, % at 10 µM | hit rate 0.15% among 270,000; in the data active = activation above about 40%;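 note: 0% = vehicle and 100% = reference agonist at the receptor; some compounds past the cut are filed as inactive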
mcGAS inh: inhibitors of mouse cGAS. hit rate 0.15% among 160,000. inhibition, % at 12.5 µM. recombinant cGAS, Kinase-Glo ATP depletion luminescence;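 note: 0% = negative control wells and 100% = reference inhibitor with no enzyme activity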
* hit, by the source's call; · = no result given. Cut-off read from the data, not from the text of the source, unless noted: active = inhibition above about 40%; inactive = the rest.

Order of results: hcGAS lum | NPYLR7 ag | mcGAS inh
CCC(C(=O)N1C[C@H]2CC=CC[C@H]2C1)n1cccn1 (stereo partly drawn)
    -3 | 7 | ·
O=c1[nH]nc(CCc2ccccc2O)n1C1CCCCC1
    -4 | 1 | ·
CC1(Cc2ccc(S(C)(=O)=O)cc2)C(=O)Nc2ccc(-c3ccc(F)c(Cl)c3)cc21 (stereo not drawn)
    0 | 2 | -2
COc1ccc(C2C(C#N)C(=N)C(C#N)(C#N)C3=CCSCC32)cc1 (stereo not drawn)
    1 | -5 | ·
O=C(CC(c1ccccc1)c1ccc2c(c1)OCO2)NCCn1cccn1 (stereo not drawn)
    -6 | 16 | ·
C=CCCC(O)CN(CCc1nc(-c2cccc([N+](=O)[O-])c2)no1)Cc1ccco1 (stereo not drawn)
    0 | -7 | 0
CC(=O)c1cccc(CN2CCCC2C(=O)Nc2cccc(-n3cccn3)c2)c1 (stereo not drawn)
    -5 | 9 | -16
CSc1nccc(-c2cc(Cl)c3c(c2)CC(CNC(=O)c2cc(C)nn2C)O3)n1 (stereo not drawn)
    -4 | 8 | -24
Cc1ncc(CN(C)C(=O)Nc2cccc(N(C)C(C)C)c2)s1
    -6 | 0 | ·
CCCCC(CC)C(=O)Oc1ccc(-c2nc3ccccn3c2NC(C)(C)CC(C)(C)C)cc1OC (stereo not drawn)
    -8 | 8 | -7
CCOC(=O)N1CCN(C(=O)Cn2c(-c3cccnc3)nc3ccccc32)CC1
    -3 | -5 | -8
Cc1nc2n(n1)C(=O)C(C(c1ccco1)N1CCN(C(=O)c3ccco3)CC1)S2 (stereo not drawn)
    0 | 2 | -5
CC(CC(=O)Nc1ccccc1-c1nn[nH]n1)CC(C)(C)C (stereo not drawn)
    5 | 5 | ·
CCOc1ccc(-c2ccc(C)c(NC(=O)CC(C)C)c2)nn1
    3 | 2 | ·
O=C(CSc1nc2c(cnn2-c2ccccc2)c(=O)[nH]1)NCc1ccc2c(c1)OCO2
    3 | -1 | 0
COc1ccc(N2CCN(C(c3cccs3)C(C)NC(=O)C(=O)N3CCOCC3)CC2)cc1 (stereo not drawn)
    -6 | -5 | -5
O=C(NCC1CCCO1)c1csc(-c2ccsc2)n1 (stereo not drawn)
    -3 | 9 | -6
COc1cccc(OC)c1OCc1nc(C(=O)NCc2ccccn2)cs1
    -5 | 24 | -6
COc1ccc(S(=O)(=O)N(Cc2nccn2Cc2ccc(Cl)c(Cl)c2)CC2CCCO2)cc1 (stereo not drawn)
    1 | -2 | -4
O=C(CN1CN(c2ccccc2)C2(CCN(C(=O)/C=C/c3ccccc3)CC2)C1=O)NCc1ccco1
    -9 | 17 | -4
COc1ccccc1C(=O)N1CCN(c2ncccc2C(=O)NCc2cccs2)CC1
    -4 | 16 | -12
CC(C)CCN1CCNC(=O)C1CC(=O)N1CCc2[nH]nc(C3CC3)c2C1 (stereo not drawn)
    -6 | 8 | ·
COc1cccc2cc(C(=O)NC(C)=O)c(=Nc3cccc(F)c3)oc12
    -5 | -6 | -5
CC(NC(=O)CCN(Cc1ccco1)c1nc(C2CC2)nc2ccccc12)c1ccccc1 (stereo not drawn)
    4 | -22 | 1
COCC1CCCCN1Cc1nc(N2CCN(C(C)=O)CC2)c2cccc(C)c2n1 (stereo not drawn)
    -5 | 22 | -6
CCOC(=O)N1CCN(CC(=O)N2N=C(c3cccc(OC)c3)CC2c2ccc(C)cc2)CC1 (stereo not drawn)
    -4 | -1 | -4
O=C(Cc1ccccc1)N1CCOCC2(CN(Cc3ccncc3)CCO2)C1 (stereo not drawn)
    -6 | 1 | ·
Cc1ccc(Cn2nnc3c(=O)n(CC(=O)N4CCC(C)CC4)cnc32)cc1
    0 | -2 | ·
COc1ccc(OC)c2c1CN(CC(=O)NCc1ccc(N(C)C)cc1)CC2O (stereo not drawn)
    -7 | -3 | ·
CC(NC(=O)NCCO)c1ccc(OCc2ccc(F)cc2)cc1 (stereo not drawn)
    -6 | 7 | -16

By substructure: the compounds so far containing a thiophene ring, fused or not (three)
Order of results: hcGAS lum | NPYLR7 ag | mcGAS inh
COc1ccc(N2CCN(C(c3cccs3)C(C)NC(=O)C(=O)N3CCOCC3)CC2)cc1 (stereo not drawn)
    -6 | -5 | -5
O=C(NCC1CCCO1)c1csc(-c2ccsc2)n1 (stereo not drawn)
    -3 | 9 | -6
COc1ccccc1C(=O)N1CCN(c2ncccc2C(=O)NCc2cccs2)CC1
    -4 | 16 | -12

Other structures:
Order of results: hcGAS lum | NPYLR7 ag | mcGAS inh
CN1CC(=O)N(CC(O)c2ccc(F)cc2)C1=O (stereo not drawn)
    4 | -4 | ·
CCCn1nccc1NC(=O)Nc1cc(C(=O)OCC)n(C)c1
    -10 | 2 | ·
CCCc1ccc(C(O)c2ncc(-c3ccccc3)[nH]2)cc1 (stereo not drawn)
    -7 | -1 | ·
Cc1nn(CC(C)C)c2sc(C(=O)NC3CC(C)(C)NC(C)(C)C3)cc12
    -7 | -2 | ·
COCCN(Cc1csc(COc2ccccc2OC)n1)C(=O)c1ccco1
    -7 | 20 | -7
CCCCCN(CC(=O)Nc1cc(C(C)(C)C)nn1-c1ccc(C)cc1C)C(=O)c1ccc2c(c1)OCO2
    -1 | 10 | -3
Cc1ccc(S(=O)(=O)NCCn2nc(-c3ccc(F)cc3)ccc2=O)s1
    -3 | -3 | -6
COc1ccc(OCC(O)CN2CCC(CN3C(=O)c4cccc5cccc(c45)C3=O)CC2)cc1 (stereo not drawn)
    1 | 2 | ·
CCN(CC)C1=C(c2c(COC)[nH]n(-c3cccc(Cl)c3)c2=O)C(=O)N(C2CCCCC2)C1=O
    -3 | 27 | -5
CC#CC1C2(C)C3(Br)C(CC)C1(C)S(=O)(=O)C23C (stereo not drawn)
    -3 | 5 | ·
Cc1cc(C)n(C(C)C(=O)NCCS(=O)(=O)N(C)C)n1 (stereo not drawn)
    -4 | -7 | ·
CC(=O)c1cccc(NC(=O)CC2S/C(=N/N=C\c3ccccc3)NC2=O)c1 (stereo not drawn)
    -7 | 3 | ·
Cc1ccc(-n2cnnc2SCC(=O)N(C)C2CCC(C)CC2)cc1C (stereo not drawn)
    -12 | 5 | ·
CC(=O)Nc1ccc(OC(C)(C)C)cc1
    7 | -29 | ·
COc1ccc(-c2nnc3ccc(OCCNS(=O)(=O)c4cccs4)nn23)cc1
    -4 | -2 | -9
CC(C)c1ccc(Oc2cnn(-c3ccccc3)c(=O)c2Nc2cccc(C(=O)NCCN3CCOCC3)c2)cc1
    -5 | 13 | -4
CC(C)c1cc(C(C)C)n(C2CCN(C(=O)Cc3cccs3)CC2)n1
    -6 | 2 | -6
CCc1nc(CN(Cc2ccc(F)cc2)CC2CCCO2)c(C)[nH]1 (stereo not drawn)
    -4 | 1 | -11
O=C(COCc1ccccc1)N1CCC(n2c(=O)[nH]c3ccccc32)CC1
    -3 | -7 | -5
COc1ccc2oc(C(=O)n3ncc(C#N)c3N)c(C)c2c1
    -5 | -1 | ·
Cc1cc(N2CCN(C(=O)COCc3ccccc3)CC2)nc(-c2cccc(F)c2)n1
    -8 | 17 | -5
Cc1ccc(CN(CC(=O)N(C)Cc2ccsc2)C2CC2)cc1
    -6 | 1 | ·
O=C(CN1CN(c2ccccc2)C2(CCN(C(=O)/C=C/c3ccccc3)CC2)C1=O)NCc1ccc2c(c1)OCO2
    -10 | · | -5
COc1ccc(-n2nc(C(=O)NCC3CCCO3)c(=O)n(Cc3cccc(C(F)(F)F)c3)c2=O)cc1OC (stereo not drawn)
    -9 | 9 | -4
Nc1ccc(CCNC(=O)c2ccc(-c3cc(-c4ccc(Cl)cc4)[nH]n3)cc2)cc1
    6 | -6 | 1
CCC1CCCN(Cc2nc(N)c3ccccc3n2)C1 (stereo not drawn)
    -10 | 4 | ·
COCCN1C(=O)c2ccccc2NC1/C=C/c1ccco1 (stereo not drawn)
    -9 | 2 | -8
O=C(Nc1ccc(Br)cc1Cl)N1CC(=O)N2CCc3c(F)cccc3C2C1 (stereo not drawn)
    0 | -2 | 0
COc1ccc(CN2CCN(Cc3nc4cc(Cl)ccc4c(=O)[nH]3)CC2)cc1F
    -5 | -5 | -6
COCCCNCc1ccccc1C
    -2 | 7 | ·
CCCCCCc1ccc(C(=O)N(CCCOCC)CC(=O)N(CCc2ccc(OC)c(OC)c2)Cc2cccs2)cc1
    -7 | 19 | -4
Cn1c(=O)c2c(ncn2CCCC(=O)Nc2nnc(C3CC3)s2)n(C)c1=O
    -10 | 5 | ·
COC(=O)c1ccc(N2C(=O)/C(=C/c3ccc(-c4ccc([N+](=O)[O-])cc4)o3)C=C2c2ccccc2)cc1
    -4 | -1 | -2
CC(C)(C)c1ccc(-c2ccnc3nc(N4CCN(C(=O)CCC5CCCC5)CC4)nn23)cc1
    5 | · | 2
O=C1CSC(c2ccccc2)N1c1ccc(F)cc1 (stereo not drawn)
    -3 | -17 | -5
COc1cccc(-n2nnc3c(SCc4cccnc4)ncnc32)c1
    -8 | 21 | 2
O=C(Nc1nnc(SCc2ccc(F)cc2)s1)c1cccc([N+](=O)[O-])c1
    -2 | -7 | -3
CCn1cc(CNC(=O)CCc2nnc(CCC3CCCCC3)o2)cn1
    -6 | 6 | ·
C=CCCC(=O)N1CCC(n2cnc3cc(C(F)(F)F)ccc32)CC1
    -11 | · | -7
CCOC(=O)C1(Cc2cccc(OC)c2)CCCN(Cc2ccc(COC)o2)C1 (stereo not drawn)
    -4 | -10 | -6

One compound at a time, from the list above:
Entry for CCCCCCc1ccc(C(=O)N(CCCOCC)CC(=O)N(CCc2ccc(OC)c(OC)c2)Cc2cccs2)cc1 → hcGAS lum = -7; NPYLR7 ag = 19; mcGAS inh = -4
Entry for CCn1cc(CNC(=O)CCc2nnc(CCC3CCCCC3)o2)cn1 → hcGAS lum = -6; NPYLR7 ag = 6; mcGAS inh = ·
Entry for O=C(Nc1nnc(SCc2ccc(F)cc2)s1)c1cccc([N+](=O)[O-])c1 → hcGAS lum = -2; NPYLR7 ag = -7; mcGAS inh = -3

(list continues)
Order of results: hcGAS lum | NPYLR7 ag | mcGAS inh
Cc1ccc2[nH]c(CCNC(=O)c3cn4c(n3)CNCC4)nc2c1C
    -3 | -4 | -8
Cc1cc(C)nc(SCc2cc(=O)c(OC(=O)COc3ccccc3)co2)n1
    -5 | -11 | -8
CC(=O)Nc1ccsc1C(=O)N1CCC(n2nc(C)cc2C)C1 (stereo not drawn)
    -5 | 2 | ·
Cc1ccc(-c2cnn3c(NCCOCCO)cc(C(C)(C)C)nc23)cc1
    -8 | 5 | -6
O=C1C2C3C=CC(O3)C2C(=O)N1c1cc(C(F)(F)F)ccc1Cl (stereo not drawn)
    -6 | -1 | -6
CCCC1=C(C(=O)OCC)C(c2cccc(OC)c2OC)NC(=O)N1 (stereo not drawn)
    -2 | 13 | -7
CCOC(=O)N1CCC(NC(=O)CC2CCN(c3ccnc(OC)n3)CC2)CC1
    3 | · | -1
Nc1nc(NCCc2ccccc2)nc(N2CCCC2)c1[N+](=O)[O-]
    -6 | -3 | ·
COCCN(CCC(=O)Nc1ccc(F)cc1)c1nc(-c2cccs2)nc2ccccc12
    2 | -22 | 0
CCn1ncc(-c2ccc(OC)cc2C)c1C(=O)OC
    -4 | 6 | -16
NS(=O)(=O)c1ccc(N/N=C2\CCOc3ccccc32)nc1
    -8 | 9 | ·
CC(NC(=O)CCc1nc(-c2ccc(Cl)cc2)no1)c1ccco1 (stereo not drawn)
    -4 | 1 | -8
Cc1ccc(C)c(-c2csc(NC(=O)Cn3cnc4sccc4c3=O)n2)c1
    -2 | 9 | -7
O=C(NCc1nccs1)c1nn(Cc2ccccc2)c2c1CN(C(=O)c1cccnc1)CC2
    -17 | 16 | -8
O=C(COc1cccc(F)c1)N1CCC(c2ccc(O)cc2)CC1
    -8 | -5 | ·
O=C(CCN1CCCC1Cn1cccn1)Nc1nc2ccccc2s1 (stereo not drawn)
    -6 | 14 | ·
OCCOCCN1CCCC1c1nc2ccc(F)cc2[nH]1 (stereo not drawn)
    -8 | 2 | -11
CCc1oc2ccccc2c1CN(C)C(=O)c1ccc(C#N)cc1
    8 | -5 | ·
O=C(NCC1CCCO1)c1cn(CC2CCCO2)cc2c(=O)n(-c3ccccc3)nc1-2 (stereo not drawn)
    -7 | 17 | -8
CC(NC(=O)CN1CCCC(CO)C1)c1cccs1 (stereo not drawn)
    -2 | 7 | ·

2 of the compounds above, field by field:
SMILES: O=C(NCC1CCCO1)c1cn(CC2CCCO2)cc2c(=O)n(-c3ccccc3)nc1-2 (stereo not drawn)
  hcGAS lum = -7	NPYLR7 ag = 17	mcGAS inh = -8
SMILES: CC(NC(=O)CN1CCCC(CO)C1)c1cccs1 (stereo not drawn)
  hcGAS lum = -2	NPYLR7 ag = 7	mcGAS inh = ·

Other results follow:
Order of results: hcGAS lum | NPYLR7 ag | mcGAS inh
CCn1nc(C(=O)O)c2c1CCC(NCCc1nc(C)c3c(n1)CCCC3)C2 (stereo not drawn)
    -6 | 2 | ·
O=C(Nc1ccc(Cl)c(C(F)(F)F)c1)NC1CCOC1=O (stereo not drawn)
    -2 | -7 | -2
COc1cccc(OCc2ccccc2)c1C(=O)NCCC1=CCCCC1
    -2 | -8 | -5
COc1cc(S(=O)(=O)Nc2ccccn2)ccc1Cl
    -4 | 0 | -8
C=CCn1c(COc2ccccc2)n[nH]c1=S
    -6 | 3 | -4
O=C(c1ccccc1Cl)N1CCN(c2nc(-c3ccccc3)nc3cc(Cl)ccc23)CC1
    0 | -29 | 2
CCOC(=O)Cc1ccc(-n2c(=O)[nH]c3nc(-c4cc(OC)c(OC)c(OC)c4)cnc32)cc1
    -5 | -4 | -1
Cc1cccc(C)c1C(O)c1ncc(-c2ccccc2C(F)(F)F)[nH]1 (stereo not drawn)
    -7 | 0 | ·
